Pf Dd2 growth: inhibitors of Plasmodium falciparum Dd2 growth; P. falciparum Dd2 growth, SYBR Green, 72 h; Potency, µM (doses to about 28.9 µM), for inactives: top-dose activity, negative = inhibition, hits mostly inhibitors; 120,000 compounds, 4.3% hits; active = well fitted inhibition curve with a large enough effect; inconclusive = small, poorly fitted or top-dose-only effect; inactive = no such curve, though single readings can be large or run the other way;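 also: plate controls were DMSO vehicle for no effect and reference drug for full effect; nearly all actives have a fitted effect of over 65% in size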
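Infected erythrocytes (Dd2, 0.3% parasitemia, 2.5% hematocrit final) are added to compound in RPMI-1640/Albumax II medium, grown 72 h at 37C in low oxygen, then lysed with saponin/Triton-X containing SYBR Green and read by fluorescence.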
* hit, by the source's call; [ ] = another dose, or the depositor's remark. Potency is read from the fitted curve at half-maximal effect. The list is partial. The share of hits here may be higher or lower than overall.

For COc1ccccc1NC(=O)N1CC(c2nnc(-c3ccncc3)o2)C2(CCOCC2)C1 (stereo not given) the results were Pf Dd2 growth 14%.
`COC(=O)c1cc2sccc2n1Cc1nc(-c2cccc(Br)c2)oc1C` gave Pf Dd2 growth 21%.
Screening COc1ccc2[nH]c(C(=O)N3C[C@@H](CO)[C@H](c4ccccn4)C3)cc2c1 returned Pf Dd2 growth inconclusive.
Screening Cc1ccc(NC(=O)N2C[C@@H](F)C[C@H]2C(=O)N2CCc3ccccc3C2)c(C)c1 returned Pf Dd2 growth -22%.
`COCC(=O)NC[C@H]1C[C@@H]2CCN1C[C@@H]2CN1CCCC1` gave Pf Dd2 growth -4%[44.1 µM].
Screening CCOC(=O)c1cc(C)n(CC2CCC(C(=O)Nc3ccc(C(C)=O)cc3)CC2)c1C (stereo not given) returned Pf Dd2 growth inconclusive.
Screening Cc1nn(-c2ccccc2)c(Oc2ccc(F)cc2F)c1CCC(=O)NC1CC1 returned Pf Dd2 growth -23%.
For CNC(=O)[C@@H]1CN(C(=O)c2ccoc2)C[C@H]1CO the results were Pf Dd2 growth -2%.
O=C(CCS(=O)(=O)c1cc2c(cc1Cl)NC(=O)CO2)NCCc1ccc(Cl)cc1 was read as Pf Dd2 growth 16%.
Screening COc1ccc(-n2ccn3c(CC(C)(C)CC(=O)O)nnc3c2=O)cc1 returned Pf Dd2 growth 7%.
Screening O=C(c1ccccc1)N1CCCC(c2noc(COc3ccccc3)n2)C1 (stereo not given) returned Pf Dd2 growth inconclusive.
Screening COCC1CN(C2CCC2)CC12CCN(C(=O)c1ccc(OC)nc1)CC2 (stereo not given) returned Pf Dd2 growth inconclusive.
For COc1ccccc1-c1nc(C(=O)NCc2cccnc2)n2ccccc12 the results were Pf Dd2 growth inconclusive.
Screening CCc1ccc(N2C(=O)CS(=O)(=O)C23C(=O)N(Cc2ccccc2F)c2ccccc23)cc1 (stereo not given) returned Pf Dd2 growth inconclusive.
`CC1=C(C(=O)Nc2ccccc2)C(c2ccccc2Cl)n2ncc(C(=O)Nc3cccc(C)c3)c2N1` (stereo not given) gave Pf Dd2 growth 3.2µM*.
For Cc1ccc(CNC(=O)c2c(O)nc3ccccn3c2=O)cc1 the results were Pf Dd2 growth 41%[activator].
For COc1ccc(OC2CCN(C(C)=O)CC2)c(C(=O)N2CCCCC2CCO)c1 (stereo not given) the results were Pf Dd2 growth -11%.
`CCCNC(=O)C1CCC(Cn2c(=O)c3sccc3n(CC(=O)N(CC)CC)c2=O)CC1` (stereo not given) gave Pf Dd2 growth -17%.
CCOC(=O)c1cc2c(=O)n3ccccc3nc2n(CC2CCCO2)c1=NC(=O)c1ccc(C)cc1 (stereo not given) was read as Pf Dd2 growth inactive.
For Cc1ccc(C2Cn3nnc(C(=O)N4CCC(C(=O)Nc5ccc(F)c(C)c5)CC4)c3CO2)cc1 (stereo not given) the results were Pf Dd2 growth -3%.

Looked up by structure from the entries so far (2):
Screening COCC1CN(C2CCC2)CC12CCN(C(=O)c1ccc(OC)nc1)CC2 (stereo not given) returned Pf Dd2 growth inconclusive.
Screening CCc1ccc(N2C(=O)CS(=O)(=O)C23C(=O)N(Cc2ccccc2F)c2ccccc23)cc1 (stereo not given) returned Pf Dd2 growth inconclusive.

Additional entries follow:
Screening CNC(=O)N1CCCC(c2nc(CCOCC3CCCC3)no2)C1 (stereo not given) returned Pf Dd2 growth 5%.
Screening CCOc1ccc(NC(=O)CN2C(=O)c3ccccc3Sc3ccc(C(=O)OC)cc32)cc1 returned Pf Dd2 growth inconclusive.
Screening CC1(COCC2CC2)COc2ccc(C(=O)Nc3cccnc3)cc2N1 (stereo not given) returned Pf Dd2 growth inactive.
Screening COc1ccccc1CNC(=O)C(=O)NCC(c1cccs1)S(=O)(=O)c1ccc(F)cc1 (stereo not given) returned Pf Dd2 growth 13%.
For COc1ccccc1-n1cc(C(=O)N[C@H](c2cnn(C)c2)C2CC(O)C2)cn1 (stereo not given in full) the results were Pf Dd2 growth -1%.
For CCN(CC)CC[C@H]1CN(C(=O)Cc2cccs2)CC[C@H]1CC(=O)O the results were Pf Dd2 growth 10%[44.1 µM].
COC(=O)N1CC2(Cc3ccccc3N(C(C)=O)C2)C1 was read as Pf Dd2 growth 28%[44.1 µM].
`FC(F)(F)Oc1ccc(CNC2(Cc3cc(CN4CCOCC4)on3)COC2)cc1` gave Pf Dd2 growth 24%[44.1 µM].
Screening COCCNc1cc(-c2ccc3ccccc3n2)c2cc[nH]c2n1 returned Pf Dd2 growth inconclusive.
COc1ccc(Cl)cc1NC(=O)c1cc(S(=O)(=O)NC2CCCCCC2)ccc1F was read as Pf Dd2 growth inconclusive.
`CCc1cccc(NC(=O)Cn2c(-c3cnccn3)nc(C)c(CCO)c2=O)c1` gave Pf Dd2 growth inactive.
For Cc1oc(-c2ccccc2Cl)nc1CS(=O)CC(=O)N1CCN(c2cccc(C(F)(F)F)c2)CC1 (stereo not given) the results were Pf Dd2 growth -14%.
`COc1ccc(-c2nccn3cc(C(=O)NCc4cccnc4)nc23)cc1` gave Pf Dd2 growth -6%.
`CN1CCN(c2ccc3ncc(Nc4ccc(Cl)c(C(F)(F)F)c4)n3n2)CC1` gave Pf Dd2 growth inconclusive.
`CCCN1CCN(C(=O)CN2CC3CC(C2)[C@H]2CCCC(=O)N2C3)CC1` (stereo not given in full) gave Pf Dd2 growth -18%.
For COc1ccccc1-c1ccc2c(n1)CN(CC(=O)N1CCCC1)C(=O)CO2 the results were Pf Dd2 growth -13%[44.1 µM].
`O=C(c1ccoc1)N1CCCC(n2cc(-c3nc(-c4ccccc4)no3)nn2)C1` (stereo not given) gave Pf Dd2 growth -19%.
Screening CC(=O)N1CC2(Cc3ccccc31)CN([S+](C)(=O)[O-])C2 returned Pf Dd2 growth 4%[44.1 µM].
`C[C@H]1[C@@H]2[C@H]3OC(=O)[C@@H](C)[C@@H]3CC[C@@]2(C)CC[C@@H]1NC(=O)CC(C)(C)C` gave Pf Dd2 growth 1.3µM*.
`Cc1ccccc1CSc1nc(-c2ccccc2)nc2c1Cc1c(CO)cnc(C)c1O2` gave Pf Dd2 growth 4µM*.
CCCNC(=O)[C@@H]1Cc2cn(Cc3cccnc3)c3cccc(c23)[C@H](CC(C)C)N1 was read as Pf Dd2 growth inconclusive.
For CC1=NS(=O)(=O)N(CCc2ccccc2)C=C1C(=O)O the results were Pf Dd2 growth 8%.
O=C(CCSCCc1ccccn1)Nc1ccc(Cl)cc1 was read as Pf Dd2 growth 2%.
Screening Cc1ccc(C(=O)N2CCCC3(C2)NC(=O)N(Cc2ccc(Cl)cc2)C3=O)cc1 (stereo not given) returned Pf Dd2 growth -14%.
For CC1(C)C(=O)N(CC2CCOCC2)[C@H]2CN(Cc3ccccc3)C[C@@H]2[S+]1(=O)[O-] the results were Pf Dd2 growth inactive.
Screening Cn1ccc(C(=O)N[C@@H]2CN(c3ncccn3)C[C@H]2CO)n1 returned Pf Dd2 growth inactive.
`COc1ccccc1-c1cc2c(ccn2Cc2ccncc2)c(N2CCOCC2)n1` gave Pf Dd2 growth -3%[44.1 µM].
For COc1cccc(-c2cc(-c3cccnc3)c3cncn3c2)c1OC the results were Pf Dd2 growth inconclusive.
COc1ccccc1Nc1nn2c(=O)c3ccc(C(=O)NC4CCC(C)CC4)cc3nc2s1 (stereo not given) was read as Pf Dd2 growth inconclusive.
Screening O=C(NC[C@H]1O[C@@H](CO)[C@@H](O)[C@H]1N1CCN(c2ccccn2)CC1)c1ccc(F)c(Cl)c1 returned Pf Dd2 growth -22%.
`COc1ccc(C2CC(=O)Oc3c2c(=O)n(C)c2ccccc32)c(OC)c1OC` (stereo not given) gave Pf Dd2 growth inactive.
Screening CCc1ccccc1NC(=O)Cn1c(=O)n(Cc2ccco2)c(=O)c2ccccc21 returned Pf Dd2 growth -8%.
`COc1ccc(C2(C(=O)N3CCC4(CC3)c3nccn3-c3ccccc3CN4C)CC2)cc1` gave Pf Dd2 growth 20%[5.79 µM].
For CC(C)NC(=O)[C@@H]1C[C@H](N)CN1C(=O)c1cccc(S(C)(=O)=O)c1 the results were Pf Dd2 growth 5%.
Screening Cc1ccc(OCC(=O)Nc2ccc3nc(SCC(=O)N4CCOCC4)sc3c2)cc1C returned Pf Dd2 growth -7%.
Screening COc1ccc(CNc2ncnc3c2CN(C2CCCNCC2)C(=O)CN3C)cc1OC (stereo not given) returned Pf Dd2 growth -1%.
For COc1ccc(CC(=O)N2[C@@H]3CC[C@H]2CC(NC(=O)c2ccncc2)C3)cc1Cl (stereo not given in full) the results were Pf Dd2 growth -20%.
For CC(=O)N1CCCC(c2nnc3n2CCNC3)C1 (stereo not given) the results were Pf Dd2 growth 23%.
Screening CC(Oc1ccccc1)C(=O)N1CCOCCNC(=O)CC1 (stereo not given) returned Pf Dd2 growth 10%.
Cc1cccc(NC(=O)Cn2c(C(F)(F)F)nc3ccccc32)c1C was read as Pf Dd2 growth 43%[activator].

In the list so far, these have a COOH group.
Screening COc1ccc(-n2ccn3c(CC(C)(C)CC(=O)O)nnc3c2=O)cc1 returned Pf Dd2 growth 7%.
For CCN(CC)CC[C@H]1CN(C(=O)Cc2cccs2)CC[C@H]1CC(=O)O the results were Pf Dd2 growth 10%[44.1 µM].
For CC1=NS(=O)(=O)N(CCc2ccccc2)C=C1C(=O)O the results were Pf Dd2 growth 8%.

(cont.)
Screening Cc1nnc(-c2cc(-c3ccsc3)ccn2)n1C(C)C returned Pf Dd2 growth inactive.
Screening Cc1ccc(CN2C[C@@H](NC(=O)c3cccnc3)C[C@H]2CO)o1 returned Pf Dd2 growth -1%.
Screening CC(=O)N1CC2(CCCN2Cc2cccc(C(N)=O)c2)Cc2ccccc21 (stereo not given) returned Pf Dd2 growth -5%.
`CCc1ccccc1NC(=O)c1cc(S(=O)(=O)N2CCCC2)cn1C` gave Pf Dd2 growth 28%.
`COC(=O)[C@H]1CCCN1C(=O)[C@@H]1C[C@H](NC(=O)NC2CCCCC2)CN1C(=O)CSC` gave Pf Dd2 growth -19%.
`CCOCc1nc(C2CCCN(C(=O)c3cccc(F)c3)C2)no1` (stereo not given) gave Pf Dd2 growth -11%.
COC[C@@H]1CN(C(=O)c2cccc(C#N)c2)C[C@H]1c1nc(C2CC2)no1 was read as Pf Dd2 growth -5%.
Screening CC(=O)c1cc(CN2CCC(n3nccc3NC(=O)Cc3ccccc3)CC2)cs1 returned Pf Dd2 growth inconclusive.
`O=C(c1cccc(C(F)(F)F)c1)N1CC2CC(C1)[C@H]1CCCC(=O)N1C2` (stereo not given in full) gave Pf Dd2 growth 4%.
`CCn1ccc(C(=O)N2CCC(c3noc(-c4cnccn4)n3)C2)n1` (stereo not given) gave Pf Dd2 growth inactive[5.79 µM].

Compounds from the list above that have an aryl thioether with sulfur outside any ring, in the order listed:
`Cc1ccccc1CSc1nc(-c2ccccc2)nc2c1Cc1c(CO)cnc(C)c1O2` gave Pf Dd2 growth 4µM*.
Screening Cc1ccc(OCC(=O)Nc2ccc3nc(SCC(=O)N4CCOCC4)sc3c2)cc1C returned Pf Dd2 growth -7%.

Next part:
For COc1ccc(Cn2c(C(=O)O)c(CNCc3ccc(SC)cc3)c3ccc(OC)cc32)cc1 the results were Pf Dd2 growth 7.9µM*.
For CCC1(N2CCN(C(=O)COc3cccc(Cl)c3)CC2)CCN(C(=O)NC)C1 (stereo not given) the results were Pf Dd2 growth 10µM*.
CCN(c1ncnc2c1c(-c1ccccc1)cn2-c1ccccc1)C1CCCCC1 was read as Pf Dd2 growth 0%.
COc1ccc(-c2ccc(NS(=O)(=O)c3cccc(C)c3)cc2)nn1 was read as Pf Dd2 growth -21%.
Screening COc1cccc(CNC(=O)[C@@H]2C[C@@H](O)CN2C2CCN(C(=O)c3ccc(OC)c(F)c3)CC2)c1 returned Pf Dd2 growth inconclusive.
Screening COc1cccc(N2C(=O)NC(=NC3CCCCC3)C23CCN(Cc2cccn2C)C3)c1 (stereo not given) returned Pf Dd2 growth inconclusive.
For NC(=O)CN1C(=O)CO[C@H]2CN(Cc3ccccn3)C[C@H]21 the results were Pf Dd2 growth -8%[44.1 µM].
`COc1ccc(-c2nc(C3CC(=O)N(c4ccc(F)c(Cl)c4)C3)no2)c(C)c1` (stereo not given) gave Pf Dd2 growth 84%[activator].
For Cc1c(C(=O)N(Cc2cccc(OCC3CCOC3)c2)Cc2ccccn2)[nH]c2ccc(Cl)cc12 (stereo not given) the results were Pf Dd2 growth 0%.
`O=C1Nc2ccccc2CNC12CCN(CC1CCNC1)CC2` (stereo not given) gave Pf Dd2 growth 16%.
Screening CO[C@H]1[C@H](NC(=O)Cc2ccc(O)cc2)c2ccccc2C12CCNCC2 returned Pf Dd2 growth -18%.
Screening CCn1cc(-c2ccc(C)cc2)cc1C(=O)NC1CC1 returned Pf Dd2 growth -18%.
Screening Cc1cccc(OCCc2noc(C3CN(C(=O)c4cnccc4C)C3)n2)c1 returned Pf Dd2 growth -6%.
`COc1cc(NC(=O)Cn2ncc3c(=O)oc4ccccc4c32)cc(OC)c1OC` gave Pf Dd2 growth inconclusive.
For COC(=O)c1c(NC(=O)COc2ccccc2Cl)sc2c1CCC(C(C)(C)C)C2 (stereo not given) the results were Pf Dd2 growth inconclusive.
`Cc1ccc(NC(=O)Cn2c(=O)n(-c3ccccc3)c(=O)c3c2cc(C)n3C)cc1` gave Pf Dd2 growth inactive.
CCOc1ccc(NC(=O)Cn2c(=O)n(CCCC(=O)NCc3ccc4c(c3)OCO4)c(=O)c3ccccc32)cc1 was read as Pf Dd2 growth 26%.
`CCOc1ccc2c(n1)CCN(C(=O)NC1CCCCC1)C2` gave Pf Dd2 growth -18%.
`CCCN1CCN(CCCNC(=O)c2cc3c(=O)n(CC)c4ccccc4c3s2)CC1` gave Pf Dd2 growth inconclusive.

No new results follow: an excerpt of the list.
CCOc1ccc(NC(=O)Cn2c(=O)n(CCCC(=O)NCc3ccc4c(c3)OCO4)c(=O)c3ccccc32)cc1 was read as Pf Dd2 growth 26%.
`CCOc1ccc2c(n1)CCN(C(=O)NC1CCCCC1)C2` gave Pf Dd2 growth -18%.
